Screening data (PubChem)
TGFb inhibitor – qHTS for Inhibitors of TGF-b; HepG2 CAGA-GFP TGF-b/SMAD3 reporter, GFP fluorescence, 18 h; TGF-beta stimulated, 500 pg/mL final; Potency, µM (doses to about 46.1 µM), for inactives: at the highest dose activity, negative = inhibition, actives largely listed as inhibitors; 1.2% of 410,000 active; AID 588855, 2011; further: potency means the concentration at half of the fitted maximal effect; on the % scale 0 is the no-effect control and ±100 the full control effect; nearly all actives have a fitted effect of over 65% in size
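HEPG2 CAGA-GFP, 1000 cells/well; 2 h settle, 37 C; cpd via pin tool; TGF-b 500 pg/mL final; 18 h, 37 C; GFP imaging ex488/em500-530; %Activity normalised to -TGF-b and +DMSO controls; CRC fit, curve class.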
ATXN viability – Viability Counterscreen for Primary qHTS for Inhibitors of ATXN expression. S2 cells (HEK-293 line with an ATXN2-luciferase reporter) viability, CellTiter-Fluor protease fluorescence, 24 h. Potency, µM (highest dose often 56.7 µM), most hits filed as cytotoxic. 0.49% of 400,000 active. AID 651635, 2014; further: potency means the concentration at half of the fitted maximal effect; nearly all actives have a fitted effect of over 40% in size
A549 tox – Nrf2 qHTS screen for inhibitors: counterscreen for cytotoxicity; A549 ARE-Fluc cells, CellTiter-Fluor viability, 18-24 h; Potency, µM (highest dose often 46 µM), without a hit: at the top dose activity change, negative = cytotoxicity, most hits filed as inhibitors; 0.16% of 390,000 active; AID 504648, 2011; further: potency means the concentration at half of the fitted maximal effect; on the % scale 0 is the no-effect control and ±100 the full control effect
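Cytotoxicity counterscreen: CellTiter-Fluor fluorescence was measured in A549 ARE_Fluc cells after 18-24 h of compound exposure in a concentration series. The subsequent BugLite luminescent read reports ARE-luciferase activity.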
Nrf2 ARE act – qHTS of Nrf2 Activators. AREc32 ARE-luciferase reporter (MCF7-derived line), luminescence, 24 h. AID 624171, 2012. Potency, µM (series often up to 46.1 µM), inactives show top-dose activation, hits mostly activators. 0.31% of 410,000 active; further: potency means the concentration at half of the fitted maximal effect; % of control where 0% means no effect; nearly all actives have a fitted effect of over 65% in size
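Quantitative high-throughput format: AREc32 reporter cells, 1000 per well, received compound by pin transfer and were incubated 24 hr at 37 deg C, 5% CO2, before Steady-Glo luminescence detection.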
ATXN2 expr inh – Primary qHTS for Inhibitors of ATXN expression; HEK-293 ATXN2-luciferase reporter, luminescence, 24 h; Potency, µM (top dose mostly 57 µM), for the others: at the highest dose activity change, negative = inhibition, usual class: inhibitors; 0.72% of 360,000 active; AID 1745845, 2022; further: potency means the concentration at half of the fitted maximal effect; on the % scale 0 is the no-effect control and ±100 the full control effect; nearly all actives have a fitted effect of over 55% in size
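qHTS (up to 57 uM final) was run with 24 h compound exposure of reporter cells at 37 °C. Each well was multiplexed: SteadyGlo luminescence measured ATXN2-luciferase expression after a fluorogenic Gly-Phe-AFC viability readout (25 uM final).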
HepG2 viability – qHTS for Inhibitors of TGF-b: Cytotox Counterscreen | HepG2 CAGA-GFP viability, ATP luminescence, 18 h | Potency, µM (series often up to 46.1 µM), for the others: at the highest dose activity change, negative = cytotoxicity, actives largely listed as cytotoxic | 0.76% of 410,000 active; further: potency means the concentration at half of the fitted maximal effect; some results filed as inactive show a strong effect at the top dose
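HepG2 CAGA-GFP cells (1000/well, DMEM with 1% FBS) received compound, then TGF-beta at 500 pg/mL final, and were incubated 18 hours at 37 degrees C. Viability was read by CellTiter-Glo luminescence. Media-only wells were set as complete cell-killing and DMSO as no toxicity.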
EPAC2 agonist – qHTS for Agonist of cAMP-regulated guanine nucleotide exchange factor 4 (EPAC2): primary screen. Rap guanine nucleotide exchange factor 4 (Homo sapiens), Q8WZA2. EPAC2 activation, biochemical qHTS; response scale: 100% = 6.5 mM cAMP response. Potency, µM (series often up to 154 µM), without a hit: top-dose activation, hits mostly activators. 0.079% of 360,000 active. AID 720711, 2013; further: potency means the concentration at half of the fitted maximal effect; nearly all actives have a fitted effect of over 50% in size
Target sequence (Q8WZA2 whole entry, looked up): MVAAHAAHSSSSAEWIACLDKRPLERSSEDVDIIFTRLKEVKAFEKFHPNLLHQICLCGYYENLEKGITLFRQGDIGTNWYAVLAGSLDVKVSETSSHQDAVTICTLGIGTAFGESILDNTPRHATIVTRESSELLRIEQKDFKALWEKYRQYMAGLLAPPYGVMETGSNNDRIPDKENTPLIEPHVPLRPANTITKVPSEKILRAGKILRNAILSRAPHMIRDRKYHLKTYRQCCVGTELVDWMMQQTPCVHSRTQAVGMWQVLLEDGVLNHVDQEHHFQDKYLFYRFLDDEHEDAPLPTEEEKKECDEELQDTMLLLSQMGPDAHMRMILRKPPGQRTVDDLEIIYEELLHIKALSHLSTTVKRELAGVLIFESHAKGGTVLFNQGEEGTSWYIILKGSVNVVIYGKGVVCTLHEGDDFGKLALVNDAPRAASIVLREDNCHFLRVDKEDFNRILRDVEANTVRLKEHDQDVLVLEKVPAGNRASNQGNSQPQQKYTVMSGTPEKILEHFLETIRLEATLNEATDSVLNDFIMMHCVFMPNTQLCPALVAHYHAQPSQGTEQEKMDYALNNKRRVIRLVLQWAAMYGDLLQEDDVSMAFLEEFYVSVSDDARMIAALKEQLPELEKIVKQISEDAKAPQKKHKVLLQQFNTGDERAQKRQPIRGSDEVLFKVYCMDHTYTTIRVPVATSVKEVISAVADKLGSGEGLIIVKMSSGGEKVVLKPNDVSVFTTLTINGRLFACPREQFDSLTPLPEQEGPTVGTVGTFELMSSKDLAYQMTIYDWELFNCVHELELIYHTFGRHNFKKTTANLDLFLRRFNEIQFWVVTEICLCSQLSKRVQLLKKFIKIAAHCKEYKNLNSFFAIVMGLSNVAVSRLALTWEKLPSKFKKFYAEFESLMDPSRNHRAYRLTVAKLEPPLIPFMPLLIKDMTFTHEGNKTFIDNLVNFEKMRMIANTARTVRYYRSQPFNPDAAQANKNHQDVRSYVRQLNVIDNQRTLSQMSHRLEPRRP
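Setup: EPAC2 100 nM, labeled Rap1B complex 250 nM, free GDP 50 uM. Compound titrations pinned in, brief spin, 5 min room temperature incubation. Kinetic fluorescence read over 30 min, normalized to 6.5 mM cAMP.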
Nrf2 block – Nrf2 qHTS screen for inhibitors; 2.1% of 360,000 active; A549 ARE-Fluc reporter, luciferase luminescence, 18-24 h; Potency, µM (doses to about 46 µM), without a hit: at the highest dose activity change, negative = inhibition, most hits filed as inhibitors; further: potency means the concentration at half of the fitted maximal effect; on the % scale 0 is the no-effect control and ±100 the full control effect; nearly all actives have a fitted effect of over 60% in size
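Two sequential reads on A549 ARE_Fluc cells exposed to compound for 18-24 h: a CellTiter-Fluor fluorescence read for viability, then a luciferase luminescence read for Nrf2/ARE activity.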
IL2 activator – qHTS of IL-2 Activators | IL-2 activation reporter assay, cell-based qHTS; stimulated with anti-CD3/CD4/CD28 beads; in transgenic mouse T cells | AID 652025, 2013 | activation, % (series mostly up to about 46 µM) | 0.065% of 360,000 active; in the data active means activation above about 50%; inconclusive means mostly about 30% to 49%; further: 0% is about no effect
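Screening format: compound pinned onto unstimulated transgenic mouse T cells, 60 min incubation, then anti-CD3/anti-CD4/anti-CD28 bead stimulation for 18 hours at 37 degrees C, followed by EGFP and DsRed detection.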
The depositor's hits bear a star; i = inactive; ? = inconclusive; . = not tested or not shown; & = joins results of further samples; [ ] = dose if it differs, or a comment. Unless noted, the call rests on the fitted dose curve; in most records, active means well fitted curve in the direction sought with a large enough effect; inconclusive means small, poorly fitted or top-dose-only effect, or another doubt; inactive means no such curve, though single readings can be large; an effect the other way counts as inactive or inconclusive. Outcome played no part in choosing rows, and some 4.3% of all compounds hit somewhere here.

A first look (two entries):
Below each compound – TGFb inhibitor | ATXN viability | A549 tox | Nrf2 ARE act | ATXN2 expr inh | HepG2 viability | EPAC2 agonist | Nrf2 block | IL2 activator
CCOC(=O)NC(=O)/C(C#N)=C\Nc1sccc1C(=O)OC
    18.4% | i | 1.6% | -0.3% | 5.9% | 6.9% | 9.6% | 3.8% | -1.8
C/C(CCc1ccco1)=N/NC(=O)CCC(=O)Nc1ccc(Br)cc1
    -8.5% | i | 3.2% | 4.2% | -5.9% | -23.3% | -3.6% | 13.6% | -1.6

The whole of this part, from the first entry:
Below each compound – TGFb inhibitor | ATXN viability | A549 tox | Nrf2 ARE act | ATXN2 expr inh | HepG2 viability | EPAC2 agonist | Nrf2 block | IL2 activator
CCOC(=O)NC(=O)/C(C#N)=C\Nc1sccc1C(=O)OC
    18.4% | i | 1.6% | -0.3% | 5.9% | 6.9% | 9.6% | 3.8% | -1.8
C/C(CCc1ccco1)=N/NC(=O)CCC(=O)Nc1ccc(Br)cc1
    -8.5% | i | 3.2% | 4.2% | -5.9% | -23.3% | -3.6% | 13.6% | -1.6
CCCCN1CC[C@H]2C=CC[C@@H](C(=O)Nc3ccc(Cl)c(C(F)(F)F)c3)[C@H]2C1=O
    -10.6%&11.0% | i | 5.3% | 0.2% | -13.1% | -40.6%&2.0% | -3.1% | -1.2% | -0.1
COc1cc(/C=C2\CCc3ccccc3C2=O)cc(OC)c1OC
    ? | i | 5.3% | ? | -1.4% | 19.5% | -3.8% | -28.0% | -1.1
O=C(Cn1cnc2ccccc21)N/N=C/c1ccccc1[N+](=O)[O-]
    12.8% | ? | -3.7% | 3.9% | -0.7% | 25.3% | 3.5% | -15.7% | 0.3
CCN1CCCCC(=N/O)/C(=N/O)CCCC1
    -9.5% | i | -1.1% | -0.2% | . | -8.3% | 7.1% | -6.1% | -2.3
O=C(Nc1cccc2ccccc12)OCc1cncs1
    22.6% | i | 2.6% | 3.0% | 13.9% | -1.7% | 4.8% | 4.2% | 1.3
O=C(O)c1cc(-n2cccc2)ccc1N1CCOCC1
    20.0% | i | 5.5% | -0.6% | ? | 4.3% | 2.9% | 4.2% | -2.0
CCC/C(O)=C1\C(=O)CCCC1=NCCc1c(C)[nH]c2ccccc12
    -9.8% | ? | -0.7% | -0.9% | . | -25.1% | 4.3% | -13.4% | 0.1
O=C(OCC(=O)N1CCCc2ccccc21)c1cncc(Br)c1
    15.9% | i | -0.3% | 0.4% | 10.5% | 17.5% | 4.3% | 19.7% | 0.4
CCOC(=O)C(CCSC)NC(=O)CN (stereo not given)
    0.2% | i | -19.3% | -0.4% | 1.7% | -0.5% | 7.9% | -10.5% | -2.9
CC1CCN(C(=O)C2CCCN(S(C)(=O)=O)C2)CC1 (stereo not given)
    -11.4% | i | 14.1% | 0.1% | 2.8% | 5.2% | 4.7% | -14.7% | -0.7
COc1ccc(CCN2C(=O)c3ccccc3C2c2nnnn2Cc2ccccc2)cc1OC (stereo not given)
    . | i | . | -0.8% | -10.1% | . | 0.4% | . | -0.4
Cc1ccc2c(c1)N(CC(=O)NCc1cccc(Cl)c1)C(=O)c1cccnc1O2
    ? | . | -0.2% | 6.3% | . | -3.5% | . | . | .
CCCn1c(=N)c(C(=O)NC2CCCC2)cc2c(=O)n3cccc(C)c3nc21
    -14.2%&1.5% | . | ? | 0.2%&-0.5% | -8.5%&-33.4% | 0.1%&-1.4% | 2.2% | 0.2%&9.9% | 1.0
Cn1c(C(=O)OC(C(=O)NCc2ccco2)c2ccncc2)cc2sccc21 (stereo not given)
    -7.2% | i | -12.1% | -0.1% | 6.2% | -28.0% | 0.6% | 16.2% | 0.3
Cc1ccc(C2=NS(=O)(=O)N(C)C(C(=O)NCc3ccccn3)=C2)cc1
    -8.4% | i | 0.0% | -0.5% | 10.0% | -3.8% | -1.5% | -11.6% | -1.8
COc1cccc(CNC(=O)C(=O)N2CCC3(CC2)OCCN3S(=O)(=O)c2ccc(C)cc2)c1
    -15.0% | i | -3.8% | 0.2% | 4.1% | -2.2% | -5.6% | ? | -0.2
CCCCSc1nc2sc3c(c2c(=O)[nH]1)CCC3
    -14.5% | i | 10.8% | 0.3% | -11.2% | -15.0% | 4.6% | . | -1.0
COc1ccc(C2N(c3cccc(Cl)c3)C(=O)C3CCCN32)cc1 (stereo not given)
    ? | i | 2.5% | 0.3% | 3.5% | -3.0% | 5.4% | 6.6% | 0.8
CN(C)CCN=Cc1c(O)n(Cc2ccccc2)c(=O)c2ccccc12
    2.2% | . | -1.6% | -0.3% | -4.8% | 3.0% | -3.8% | 0.2% | -0.1
O=[N+]([O-])c1ccc(NS(=O)(=O)c2cccc3cccnc23)cc1
    0.3% | i | ? | 0.1% | -47.0% | 39.6% | 4.4% | ? | -0.4
Cc1cc(C)cc(Oc2cc(NC(=O)c3cn(C)nc3C)cc([N+](=O)[O-])c2)c1
    ? | i | -2.2% | -1.2% | -29.8% | -30.6% | -5.5% | . | -3.6
O=C(N/C=C/c1ccc(Cl)cc1)NCc1ccc(Cl)cc1
    ? | i | -6.9% | 0.6% | 3.0% | -5.4% | 0.7% | . | 2.3
CCCCOc1ccc(N(CC(=O)NCc2ccccc2)C(=O)c2csnn2)cc1
    -4.3% | i | 1.8% | 4.0% | 7.8% | 2.4% | 1.5% | 16.3% | 1.4
CCOC(=O)c1ccc(NC(=O)c2c(NC(C)=O)sc3c2CCC(C)C3)cc1 (stereo not given)
    3.2% | i | -0.5% | -1.4% | -7.3% | 4.3% | . | 3.7% | .
COc1ccc(CNC(=O)C2CCN(C(=O)c3ccccc3)CC2)cc1
    -2.8% | i | -0.2% | -0.3% | -7.9% | -2.4% | 0.8% | -10.6% | 0.8
Cc1ccc(COC(=O)c2nn(-c3ccccc3)nc2N)cc1
    7.7% | i | 0.1% | 0.0% | 2.0%[11.3 µM] | -2.9% | 3.0% | 5.0% | -1.8
Cc1ccc2c(CN3CCN(C(=O)c4ccc(Br)cc4)CC3)cc(=O)oc2c1
    ? | . | -1.8% | 5.0% | . | -25.8% | . | 25.4% | .
Cc1cc(C(=O)Nc2sc3c(c2C#N)CCCCC3)cs1
    -2.5% | ? | -1.9%[1.84 µM] | 14.7% | 27.9% | -30.6% | 0.1% | ? | -0.6
Cc1ccc(C(=O)O)cc1NC(=O)C1=CSCCO1
    1.6% | i | 3.6% | -0.6% | . | -2.7% | -0.9% | 6.7% | -1.0
Cc1ccc(C)c(NS(=O)(=O)c2ccc(OCC(=O)N3CCOCC3)cc2)c1
    11.1% | i | -13.9% | -0.4% | -3.2% | 2.3% | -0.4% | -24.4% | -0.5
CCOC(=O)c1cc2cc(OC)ccc2[nH]1
    0.7% | ? | 0.9% | 5.1% | 40.5%[activator] | -27.1% | 7.4% | -16.6% | 0.4
CCOC(=O)c1cccc(NS(=O)(=O)c2c(C)nc3sc(C)cn3c2=O)c1
    ? | . | 10.0% | 0.9% | . | -15.6% | . | ? | .
COc1cccc(Cn2nnc(C(=O)NCc3ccc(F)cc3)c2N)c1
    -8.8% | ? | -5.8% | -0.8% | -4.1% | -30.7% | 3.0% | -3.9% | 1.5
COc1cccc(CNC(=O)c2nn(C)c3c2CSc2ccccc2-3)c1
    ? | . | -0.2% | 5.1% | . | -24.7% | . | 3.0% | .
CCOC(=O)C1=NN(C(C)=O)C2(CC(=O)N(c3cccc(C)c3)C2=O)C1 (stereo not given)
    3.7% | i | 0.4% | -0.4% | 4.7% | 1.5% | 12.9% | 4.8% | 0.2
C=CCOC(=O)C1=C(C)NC(SCC(=O)Nc2nccs2)=C(C#N)C1c1ccc(Cl)cc1 (stereo not given)
    ? | . | -14.1% | 3.1% | -0.9% | -16.6% | 8.4% | ? | -3.5
Cc1ccc(-c2n[nH]c(=S)n2/N=C/C=C\c2ccccc2[N+](=O)[O-])cc1
    -27.8% | i | ? | ? | 7.0% | -22.7% | 9.5% | ? | -3.7
Cc1nn(C2CCS(=O)(=O)C2)c(Cl)c1/C=C/C(=O)OCC(=O)Nc1ccccc1OC(F)F (stereo not given)
    9.0% | i | 3.6% | 14.9% | -10.6% | 3.6% | -1.0% | -17.8% | 0.3
C=CCc1c(C)nc(-c2ccccc2)nc1N/N=C/c1ccccc1
    ? | i | 4.7% | 0.7% | . | -48.6% | 15.5% | ? | 0.0
CCCCNC(=O)CSc1nc(-c2ccc(OC)cc2)cc(C(F)(F)F)n1
    -0.4% | i | -6.7% | -0.4% | 5.0% | 0.1% | . | -7.8% | .
COc1ccc(-n2nc(C(=O)Nc3cccc(C)n3)c3c4ccccc4n(C)c3c2=O)cc1Cl
    1.9% | i | 0.1% | -0.4% | 4.1% | -5.1% | . | 7.6%[9.27 µM] | .
O=C(C1CC(=O)N(c2ccc(F)cc2)C1)N1CCCCC1 (stereo not given)
    -7.1% | i | 2.1% | -0.1% | -28.7% | 0.7% | 7.5% | 10.5% | 0.5
CCOC(=O)N1CCC(N(CCN(C)C)C(=S)Nc2cccc(OC)c2)CC1
    9.8% | i | 0.3% | -0.4% | -0.3% | 6.1% | -6.5% | -5.1% | -1.1
Cc1c(C(=O)N2CCOCC2)cc(C(C)(C)C)n1-c1ccccc1
    13.7% | i | 11.3% | 3.4% | 1.4% | -4.7% | 11.6% | -10.7% | -3.8
CCCC(=O)Nc1ccc2c(c1)nc1n2CCSC1
    5.3% | i | 14.4% | -0.1% | 25.2% | 10.5% | -1.0% | ? | -1.8
O=C(Cc1ccccc1)CC(CC(=O)c1ccccc1)c1ccccc1 (stereo not given)
    -5.6% | i | . | 0.7% | . | -50.7% | 16.6% | . | -4.1
